# West Nile antiviral: West Nile virus antiviral activity, cell-based, CPE readout (AID 1621); West Nile virus-infected cells, CPE inhibition; higher % means a stronger effect; one-dose CPE inhibition, % at 10 µM; IC50 in µM for titrated hits; hit rate 0.02% among 290,000; in the data active = a potency from the dose series; inconclusive = CPE inhibition mostly from about 3.7% at the one dose, without a potency; inactive = the rest, 99 in 100 with CPE inhibition below about 2.2%; note: strong numbers were not always called active
# GPR55 LPI antagonism: GPR55 antagonists blocking LPI-driven arrestin recruitment, primary screen, imaging, U2OS, beta-arrestin-GFP, LPI agonist (AID 2013); U2OS GPR55 beta-arrestin-GFP translocation imaging, LPI antagonism; higher % means a stronger effect; inhibition, % at 10 µM; hits with a dose series show IC50 in µM; hit rate 0.13% among 290,000;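 active = spots per cell inhibited over 60%, with over 100 cells counted and total cytoplasm intensity under 500,000; inconclusive = wells with under 100 cells, flagged as likely toxic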;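 note: U2OS cells stably carrying GPR55 and arrestin-GFP stimulated by 5 µM LPI near EC80; imaged beta-arrestin-GFP aggregate spots per cell after agonist stimulation; plate controls were LPI-stimulated DMSO wells for no effect and DMSO wells without LPI for full effect; some results filed as inactive read as strong as hits; confirmed hits need IC50 under 10 µM and bright autofluorescent wells are also inconclusive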
# KOR beta-arrestin-1: KOR antagonists, beta-arrestin recruitment, cell-based, luminescence, uHTS (AID 1778). inhibition, % at 10 µM, or IC50 in µM where a hit was titrated. KOR beta-arrestin recruitment, luminescence, antagonist mode; higher % means a stronger effect. hit rate 0.091% among 290,000; in the data active = inhibition above about 50%; note: strong numbers were not always called active
# HIV fusion peptide: inhibitors of HIV fusion peptide binding, primary screen, biochemical, uHTS, fluorescence dequenching (AID 1986) | cell-free peptide binding, fluorescence dequenching, 30 min; higher % means a stronger effect | inhibition, % at 20 µM; hits with a dose series show IC50 in µM | hit rate 0.3% among 290,000; in the data active = inhibition mostly above about 52%, no sharp cut-off; inactive = mostly below about 76%; note: some results filed as inactive read as strong as hits
# NOD1 NF-kB reporter: inhibition of NOD1-driven NF-kB reporter – cell-based, luminescence, uHTS, primary screen (AID 1578); inhibition, % at 4 µM; hits with a dose series show EC50 in µM; hit rate 1% among 290,000; NOD1-driven NF-kB luciferase reporter cells, luminescence; higher % means a stronger effect; in the data active = inhibition mostly above about 36%, no sharp cut-off; inactive = mostly below about 34%;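 note: HEK-293T reporter cells stimulated with the NOD1 agonist gamma-tri-DAP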
# GPR55 beta-arrestin: selective activators of receptor GPR55 – imaging, U2OS cells, beta-arrestin-GFP redistribution, primary screen (AID 1961). U2OS GPR55 beta-arrestin-GFP redistribution imaging; higher % means a stronger effect. one-dose activation, % at 10 µM; EC50 in µM for titrated hits. hit rate 0.048% among 290,000;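 active = activation above 40% with more than 50 cells counted in the well; inconclusive = wells holding fewer than 50 cells, flagged as toxic or sparse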;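 note: U2OS osteosarcoma cells stably expressing GPR55 and beta-arrestin-GFP; plate controls were DMSO negative control for no effect and LPI positive control for full effect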
# GPR35 arrestin U2OS: inhibition of zaprinast-stimulated GPR35 beta-arrestin translocation – imaging, U2OS, beta-arrestin-GFP, zaprinast agonist, primary screen (AID 2058); hit rate 0.052% among 290,000; inhibition, % at 10 µM, or IC50 in µM where a hit was titrated; U2OS GPR35 beta-arrestin-GFP translocation imaging, zaprinast antagonism; higher % means a stronger effect;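 active = inhibition of at least 50% with at least 30 cells and total cytoplasm GFP at most 10,000,000; inconclusive = under 30 cells or total GFP of 10,000,000 plus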
# KOR beta-arrestin-2: kappa opioid receptor activators – cell-based, luminescence, uHTS, primary screen (AID 1777) | KOR beta-arrestin recruitment, luminescence; higher % means a stronger effect | activation, % at 10 µM, or EC50 in µM where a hit was titrated | hit rate 0.02% among 280,000; in the data active = activation above about 50%, passing the limit was not always enough; note: a part of the inactive calls stands beside numbers as strong as those of hits
# NS5 inhibitors: flavivirus cap methylation enzyme inhibition – biochemical, confirmation dose response, primary screen (AID 588689) | Dengue-2 NS5 methyltransferase capping enzyme assay, biochemical; higher % means a stronger effect | inhibition, % at 25 µM; hits with a dose series show IC50 in µM | hit rate 0.3% among 340,000; in the data active = a potency from the dose series; inconclusive = inhibition above about 29% without an active follow-up result
# NS5 inhibitors pilot replicate: second read-out of NS5 inhibitors, no call of its own (marks repeat the call); inhibition, %; measured here: pilot screen replicate inhibition
# An asterisk follows results filed as active; u = inconclusive; x = not tested or not shown; [ ] = remark or other dose. Only part of the results is shown. The share of hits here may be higher or lower than overall.
SMILES,West Nile antiviral,GPR55 LPI antagonism,KOR beta-arrestin-1,HIV fusion peptide,NOD1 NF-kB reporter,GPR55 beta-arrestin,GPR35 arrestin U2OS,KOR beta-arrestin-2,NS5 inhibitors,others
O=C(CC1C(=O)NCCN1Cc1c(F)cccc1Cl)NCCCn1ccnc1 (stereo unspecified),0.5%,5.4%,-27.7%[20 µM],0.8%,-25.8%,1.2%,5.9%,x,-5.5%,
CC(CC(=O)Nc1cccc(F)c1)S(=O)(=O)c1ccc2c(c1)NC(=O)CO2 (stereo unspecified),0.6%,6.6%,-9.9%,0.5%,-6.6%,0.1%,-1.5%,-8.4%,-8.0%,
CC1CCN(C(=O)C2CCN(CC(C)c3ccccc3)CC2)CC1 (stereo unspecified),0.0%,3.8%,4.9%,1.8%,4.2%,0.2%,-1.3%,-5.4%,-6.0%,
O=C(NC1CCN(C(=S)NCCc2ccccc2)CC1)C1CCCCC1,0.0%,1.8%,-42.2%,1.9%,-7.5%,-0.2%,-1.9%,-2.3%,-8.7%,
c1ccc(Cc2nn3c(Cn4cnc5ccccc54)nnc3s2)cc1,-0.1%,-4.9%,-33.3%,-3.2%,14.9%,-0.1%,-0.5%,1.2%,-1.4%,
Nc1nc(CSc2nc3ccccc3[nH]2)nc(N2CCOCC2)n1,0.4%,-5.5%,17.3%,-1.9%,-19.9%,-0.1%,8.0%,-1.8%,3.2%,
Cc1ccc(/C=C2\SC(=S)N(CCC(=O)N3CCCCC3)C2=O)cc1,u,-3.1%,-2.5%,-0.9%,-1.1%,-0.2%,1.7%,-0.5%,-2.4%,
COC(=O)c1ccc(C(=O)OC)c(NC(=O)CN(C)Cc2cccc(Cl)c2Cl)c1,-1.1%,17.8%,10.3%,2.2%,-15.4%,1.9%,12.2%,-1.3%,-3.3%,
CN1CCN(c2ccc([N+](=O)[O-])cc2NC(=O)c2ccco2)CC1,-0.5%,-5.7%,13.1%,0.2%,6.0%,-0.2%,0.5%,0.8%,-6.8%,
S=c1[nH]nc(-c2cc3c(s2)-c2ccccc2CC3)o1,-0.1%,19.2%,-20.4%,36.6%,-28.8%,-0.3%,17.2%,1.0%,26.2%,

# Entries above that have two or more sulfur atoms, in the order listed:
SMILES,West Nile antiviral,GPR55 LPI antagonism,KOR beta-arrestin-1,HIV fusion peptide,NOD1 NF-kB reporter,GPR55 beta-arrestin,GPR35 arrestin U2OS,KOR beta-arrestin-2,NS5 inhibitors,others
Cc1ccc(/C=C2\SC(=S)N(CCC(=O)N3CCCCC3)C2=O)cc1,u,-3.1%,-2.5%,-0.9%,-1.1%,-0.2%,1.7%,-0.5%,-2.4%,
S=c1[nH]nc(-c2cc3c(s2)-c2ccccc2CC3)o1,-0.1%,19.2%,-20.4%,36.6%,-28.8%,-0.3%,17.2%,1.0%,26.2%,

# The results go on.
SMILES,West Nile antiviral,GPR55 LPI antagonism,KOR beta-arrestin-1,HIV fusion peptide,NOD1 NF-kB reporter,GPR55 beta-arrestin,GPR35 arrestin U2OS,KOR beta-arrestin-2,NS5 inhibitors,others
O=C(NCC(=O)N1CCCC1)c1ccc(Br)cc1,0.1%,-6.3%,-24.1%,-1.0%,-26.8%,-0.1%,-0.9%,3.1%,-5.7%,
CC1CCCC(C)N1NC(=O)c1cccc(S(=O)(=O)N2CCc3ccccc32)c1 (stereo unspecified),-0.4%,6.3%,21.8%,-0.4%,-40.5%,0.4%,-2.1%,1.4%,0.0%,
COc1ccccc1NC(=O)CSc1nnc(CC(=O)Nc2ccccc2)n1C,-0.8%,14.5%,21.8%,-1.6%,-12.8%,-0.1%,-10.2%,-4.2%,-12.9%,
O=C(O)c1ccc(N2C(=O)c3cccc4cccc(c34)C2=O)cc1,-0.5%,-9.6%,-12.8%,0.4%,52.3%,-0.2%,6.3%,-0.2%,3.2%,
Cc1ccc(-n2nnnc2SCn2nnc3ccccc3c2=O)c(C)c1,-0.6%,-3.5%,6.8%,-0.5%,-25.2%,0.0%,-0.1%,-0.1%,2.0%,
Cc1ccc2nc(Cl)c(CN(Cc3cccs3)C(=O)C3CC3)cc2c1,-0.3%,7.9%,26.0%,-0.3%,-28.4%,0.3%,3.9%,-2.5%,-0.7%,
O=C(O)c1ccccc1C(=O)NC1CCCc2ccccc21 (stereo unspecified),0.9%,-1.8%,1.8%,-0.6%,0.3%,-0.3%,-8.6%,-5.6%,-0.7%,
O=C(NCCN1CCOCC1)c1ccc2c(c1)N(Cc1ccccc1)C(=O)CS2,-0.2%,2.3%,-1.7%,2.2%,-17.5%,0.2%,-5.9%,-2.3%,0.8%,
CC(C)(C)P(=O)(CO)c1ccccc1 (stereo unspecified),0.1%,-8.5%,5.3%,-1.4%,-2.3%,-0.2%,4.6%,x,-4.8%,NS5 inhibitors pilot replicate=0.3
C/C(=N/OC(=O)c1ccc(C(F)(F)F)cc1)c1oc(C)nc1C,0.2%,2.7%,13.9%,0.7%,-6.8%,0.1%,18.9%,-1.4%,-11.5%,
CCCc1c(C)nc(N2CCN(c3ccccc3F)CC2)[nH]c1=O,-0.7%,-17.0%,-8.4%[20 µM],2.7%,-3.1%,-0.2%,11.9%,-2.3%,0.6%,
CCN(CC(=O)NCc1ccc(F)cc1)C(=O)c1cccnc1SC,-0.4%,10.9%,-69.9%,0.9%,-33.2%,-0.1%,1.8%,4.0%,-5.8%,
O=c1oc2ccccc2c(Nc2ccc3ccccc3c2)c1[N+](=O)[O-],-1.0%,4.4%,-77.3%,0.7%,61.1%,-0.1%,18.1%,4.9%,10.2%,
CC(C(=O)Nc1ccccc1C(=O)N1CCCC1)n1nnc2ccccc21 (stereo unspecified),-0.2%,8.2%,30.9%,-1.5%,-15.4%,-0.2%,2.1%,-7.0%,-6.5%,
CCOC(=O)C1=C(C)NC(=O)NC1c1cccc(O)c1 (stereo unspecified),-0.1%,7.8%,-2.0%,0.9%,-11.8%,0.2%,-1.2%,2.3%,-6.4%,
CC1(C(=O)c2ccccc2)C2c3c(ccc4ccccc34)OC(=O)C21C(=O)N1CCOCC1 (stereo unspecified),0.1%,0.6%,-29.7%,-2.1%,x,0.2%,0.2%,3.4%,-0.6%,

# 12 structures from above, sorted by molar mass, largest number first.
SMILES,West Nile antiviral,GPR55 LPI antagonism,KOR beta-arrestin-1,HIV fusion peptide,NOD1 NF-kB reporter,GPR55 beta-arrestin,GPR35 arrestin U2OS,KOR beta-arrestin-2,NS5 inhibitors,others
COC(=O)c1ccc(C(=O)OC)c(NC(=O)CN(C)Cc2cccc(Cl)c2Cl)c1,-1.1%,17.8%,10.3%,2.2%,-15.4%,1.9%,12.2%,-1.3%,-3.3%,
O=C(NCCN1CCOCC1)c1ccc2c(c1)N(Cc1ccccc1)C(=O)CS2,-0.2%,2.3%,-1.7%,2.2%,-17.5%,0.2%,-5.9%,-2.3%,0.8%,
COc1ccccc1NC(=O)CSc1nnc(CC(=O)Nc2ccccc2)n1C,-0.8%,14.5%,21.8%,-1.6%,-12.8%,-0.1%,-10.2%,-4.2%,-12.9%,
CC(CC(=O)Nc1cccc(F)c1)S(=O)(=O)c1ccc2c(c1)NC(=O)CO2 (stereo unspecified),0.6%,6.6%,-9.9%,0.5%,-6.6%,0.1%,-1.5%,-8.4%,-8.0%,
Cc1ccc2nc(Cl)c(CN(Cc3cccs3)C(=O)C3CC3)cc2c1,-0.3%,7.9%,26.0%,-0.3%,-28.4%,0.3%,3.9%,-2.5%,-0.7%,
CC(C(=O)Nc1ccccc1C(=O)N1CCCC1)n1nnc2ccccc21 (stereo unspecified),-0.2%,8.2%,30.9%,-1.5%,-15.4%,-0.2%,2.1%,-7.0%,-6.5%,
CCN(CC(=O)NCc1ccc(F)cc1)C(=O)c1cccnc1SC,-0.4%,10.9%,-69.9%,0.9%,-33.2%,-0.1%,1.8%,4.0%,-5.8%,
O=c1oc2ccccc2c(Nc2ccc3ccccc3c2)c1[N+](=O)[O-],-1.0%,4.4%,-77.3%,0.7%,61.1%,-0.1%,18.1%,4.9%,10.2%,
CCCc1c(C)nc(N2CCN(c3ccccc3F)CC2)[nH]c1=O,-0.7%,-17.0%,-8.4%[20 µM],2.7%,-3.1%,-0.2%,11.9%,-2.3%,0.6%,
CC1CCN(C(=O)C2CCN(CC(C)c3ccccc3)CC2)CC1 (stereo unspecified),0.0%,3.8%,4.9%,1.8%,4.2%,0.2%,-1.3%,-5.4%,-6.0%,
C/C(=N/OC(=O)c1ccc(C(F)(F)F)cc1)c1oc(C)nc1C,0.2%,2.7%,13.9%,0.7%,-6.8%,0.1%,18.9%,-1.4%,-11.5%,
O=C(O)c1ccc(N2C(=O)c3cccc4cccc(c34)C2=O)cc1,-0.5%,-9.6%,-12.8%,0.4%,52.3%,-0.2%,6.3%,-0.2%,3.2%,
